LGR2 antag: inhibitors of bursicon-induced Drosophila LGR2 receptor cAMP signaling; HEK293 LGR2, CRE-luciferase, bursicon-stimulated, 4 h; inhibition, % at 9.99 µM; 380,000 tested, 0.35% active;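 active means drop in luminescence signal, shown as inhibition above about 50% in the replicate tests, limit read from the data, passing the limit was not always enough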;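 further: agonist challenge used bursicon conditioned medium at about half maximal strength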
PGC1a acetyl inh: PGC1a acetylation modulation, inhibitor mode. inhibition, % at 15.6 µM. 350,000 tested, 0.17% active. U2OS PGC1a acetylation, AlphaScreen anti-acetyl-lysine; with virally co-expressed GCN5 acetyltransferase. AID 651687;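 active means every replicate shows inhibition of at least 40%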;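 further: 0% = neutral control wells and 100% = positive control wells; some results beyond the cut were filed as inactive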
S100A4 MyoIIA: inhibitors of human S100A4 binding to myosin IIA peptide; inhibition, % at 10.7 µM; P26447; S100A4/TAMRA-MyoIIA peptide fluorescence polarization; 360,000 tested, 0.14% active;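 active means mean inhibition of at least 70% across replicates, with every replicate also reaching that level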
Target sequence (P26447 whole entry, looked up): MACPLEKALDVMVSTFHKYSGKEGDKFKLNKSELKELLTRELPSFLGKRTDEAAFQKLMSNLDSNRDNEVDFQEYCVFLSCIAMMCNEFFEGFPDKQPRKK
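Test system – S100A4 monomer (human) · Compound – single-point compound testing · Schedule – 5 min incubation before reading · Probe or stimulus – TAMRA-labelled myosin IIA heavy-chain peptide probe, 5 nM · Benchmarks – neutral control DMSO, positive control TFP · Medium – Calcium-containing HEPES buffer, pH 7.2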
EWS-Fli block: inhibitors of EWS/Fli oncoprotein transcriptional activity; 350,000 tested, 0.67% active; inhibition, % at 12.6 µM; A673 NR0B1-luciferase reporter, viability-normalised;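 active means mean inhibition of at least 50% after viability correction, with every replicate also passing that limit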;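 further: firefly luciferase signal divided by Alamar Blue viability fluorescence both relative to DMSO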
PAX8 reporter: inhibitors of PAX8 transcriptional activity in RMG-I cells. RMG-I TPO-luciferase reporter, SteadyGlo, 24 h. inhibition, % at 12.6 µM. 360,000 tested, 1.2% active. AID 652154;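 active means mean replicate inhibition at least 60% with every replicate also reaching 60%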;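 further: luciferase light reporting Pax8 driven TPO promoter activity; plate controls were median of neutral control wells for no effect and mitoxantrone controls for full effect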
PglD DTNB: inhibitors of Campylobacter jejuni PglD acetyltransferase | inhibition, % at 12.5 µM | purified PglD enzyme, DTNB colorimetric CoA detection | AID 602405 | 360,000 tested, 0.098% active; in the data active means inhibition above about 16%, passing the limit was not always enough; further: strong numbers were not always called active
FN deposit inh: fibronectin deposition inhibition. AH1F fibroblasts, Alexa488-fibronectin deposition fluorescence, overnight. inhibition, % at 12.6 µM. 350,000 tested, 0.086% active;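 active means mean inhibition across replicates of 30% or more, regardless of how many single replicates reach that level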;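 further: positive control wells lacked labelled fibronectin entirely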
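Assay system: AH1F fibroblasts assembling fluorescent fibronectin matrix; Amount: 10000 AH1F cells per well; Buffer or medium: DMEM, 2% serum; Probe or stimulus: Alexa488-fibronectin, 24 nM final in well; Doses: single compound dose, delivered by pin transfer; Incubation: 1 h adhesion, overnight exposure; Measured by: fluorescence 485/525 nm; Read-out: fibronectin deposition inhibition.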
ERAP1 inh: blocks human ERAP1 aminopeptidase activity; recombinant ERAP1, Leu-AMC fluorescence, 60 min; inhibition, % at 10.7 µM; 340,000 tested, 0.15% active; AID 652197;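 active means mean replicate inhibition of at least 30%, or all replicates individually reaching that 30% level; inactive means mean below 30% and not every replicate reaching it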;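 further: 0% = neutral control wells and 100% = L-leucinethiol positive control wells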
Target sequence (Q9NZ08 whole entry, looked up): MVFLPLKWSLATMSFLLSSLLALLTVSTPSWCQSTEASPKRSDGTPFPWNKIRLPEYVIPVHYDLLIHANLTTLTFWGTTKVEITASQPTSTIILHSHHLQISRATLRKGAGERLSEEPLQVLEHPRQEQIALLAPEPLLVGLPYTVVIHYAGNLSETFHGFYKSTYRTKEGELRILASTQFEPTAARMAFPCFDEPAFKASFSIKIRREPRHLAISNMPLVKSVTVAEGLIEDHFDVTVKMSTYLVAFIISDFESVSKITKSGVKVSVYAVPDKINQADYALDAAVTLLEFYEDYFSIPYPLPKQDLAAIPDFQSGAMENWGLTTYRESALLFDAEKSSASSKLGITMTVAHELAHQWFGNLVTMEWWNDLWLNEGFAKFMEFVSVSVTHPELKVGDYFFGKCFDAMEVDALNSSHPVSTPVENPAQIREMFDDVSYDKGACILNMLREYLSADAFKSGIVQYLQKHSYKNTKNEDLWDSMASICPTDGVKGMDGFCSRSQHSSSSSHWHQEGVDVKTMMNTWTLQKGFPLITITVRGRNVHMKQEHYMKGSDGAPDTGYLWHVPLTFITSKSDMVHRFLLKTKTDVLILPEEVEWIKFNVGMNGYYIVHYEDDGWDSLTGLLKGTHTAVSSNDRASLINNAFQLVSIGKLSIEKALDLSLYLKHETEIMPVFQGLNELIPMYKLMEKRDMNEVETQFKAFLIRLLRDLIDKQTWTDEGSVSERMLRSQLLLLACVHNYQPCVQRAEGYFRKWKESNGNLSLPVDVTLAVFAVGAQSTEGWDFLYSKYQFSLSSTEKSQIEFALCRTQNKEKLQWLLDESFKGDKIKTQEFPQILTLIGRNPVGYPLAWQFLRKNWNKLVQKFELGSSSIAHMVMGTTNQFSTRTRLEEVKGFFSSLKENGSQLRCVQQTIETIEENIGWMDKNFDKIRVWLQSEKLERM
Numbers without * were called inactive.

Start of the listing, in advance, 2 compounds:
Screening O=[N+]([O-])c1c(Nc2cccc(O)c2)cc(Cl)c2nonc12 returned LGR2 antag 8, S100A4 MyoIIA -1, EWS-Fli block 59*, PAX8 reporter 112*, PglD DTNB -6, FN deposit inh 35* and ERAP1 inh 17.
`O=C(C[C@@H]1C[C@@H]2c3cc(NC(=O)Cc4ccncc4)ccc3O[C@@H]2[C@@H](CO)O1)NCCN1CCCCC1` gave LGR2 antag 8, PGC1a acetyl inh 7, S100A4 MyoIIA -3, EWS-Fli block -3, PAX8 reporter 24, PglD DTNB 0 and ERAP1 inh 0.

Results, from the first entry:
Screening O=[N+]([O-])c1c(Nc2cccc(O)c2)cc(Cl)c2nonc12 returned LGR2 antag 8, S100A4 MyoIIA -1, EWS-Fli block 59*, PAX8 reporter 112*, PglD DTNB -6, FN deposit inh 35* and ERAP1 inh 17.
`O=C(C[C@@H]1C[C@@H]2c3cc(NC(=O)Cc4ccncc4)ccc3O[C@@H]2[C@@H](CO)O1)NCCN1CCCCC1` gave LGR2 antag 8, PGC1a acetyl inh 7, S100A4 MyoIIA -3, EWS-Fli block -3, PAX8 reporter 24, PglD DTNB 0 and ERAP1 inh 0.
Screening CC(=O)N1[C@@H](CO)[C@H](c2ccccc2)[C@@H]1CN(C)S(=O)(=O)c1ccccc1 returned LGR2 antag -34, PGC1a acetyl inh 7, S100A4 MyoIIA -1, EWS-Fli block 3, PAX8 reporter 10, PglD DTNB 0, FN deposit inh -1 and ERAP1 inh 3.
Screening COCCCNC(=O)[C@@]1(Cc2ccccc2)COC(c2ccc(OCCCO)cc2)=N1 returned PGC1a acetyl inh 4, S100A4 MyoIIA 9, EWS-Fli block -5, PglD DTNB -1 and ERAP1 inh 3.
CN1CCN(S(=O)(=O)c2cccc(C(=O)N(Cc3nnc(-c4ccc(Cl)cc4)o3)C3CC3)c2)CC1 was read as LGR2 antag -7, S100A4 MyoIIA 1, EWS-Fli block 7, PAX8 reporter 14, FN deposit inh 13 and ERAP1 inh -2.
For COc1ccc(S(=O)(=O)Nc2cc(C(=O)NCCC(C)C)ccc2N2CCOCC2)cc1 the results were LGR2 antag 23, PGC1a acetyl inh -28, PglD DTNB 1 and FN deposit inh 7.
CCn1nc(C)c(CNC(=O)C2CCC(=O)N(Cc3cccc(F)c3)C2)c1C (centres undefined) was read as LGR2 antag -9, PGC1a acetyl inh 5, S100A4 MyoIIA -2, PAX8 reporter 13, PglD DTNB 2, FN deposit inh 5 and ERAP1 inh 1.
Screening CCCCNC(=O)CCCCCn1c(=O)[nH]c2cc(C(=O)OC)ccc2c1=O returned LGR2 antag -6, S100A4 MyoIIA 6, EWS-Fli block 12, PAX8 reporter 5, FN deposit inh -2 and ERAP1 inh 3.
For Cc1ccccc1S(=O)(=O)N1C[C@H](O)COC[C@@H]2O[C@@H](CC(=O)N3CCOCC3)CC[C@H]21 the results were LGR2 antag 13, PGC1a acetyl inh 1, S100A4 MyoIIA -12, EWS-Fli block -6, PAX8 reporter -8, PglD DTNB -4, FN deposit inh -9 and ERAP1 inh -2.
`CN1CCN(C(=O)C[C@H]2CC[C@@H]3[C@H](COc4ccc(NC(=O)C5CCCC5)cc4C(=O)N3C)O2)CC1` gave LGR2 antag 1, PGC1a acetyl inh 4, S100A4 MyoIIA 8, EWS-Fli block -7, PAX8 reporter -9, FN deposit inh -2 and ERAP1 inh 2.
Screening CC(=O)c1ccc(OCCCC(=O)NC2CCC(C)CC2)cc1 (centres undefined) returned LGR2 antag -24, S100A4 MyoIIA 0, EWS-Fli block -1, PAX8 reporter 5, PglD DTNB -6, FN deposit inh -1 and ERAP1 inh 0.
For CC(C)COC(=O)N(C)C[C@@H]1OCc2cn(nn2)CCCC(=O)N([C@@H](C)CO)C[C@@H]1C the results were LGR2 antag -9, PGC1a acetyl inh -7, S100A4 MyoIIA 1, EWS-Fli block -1, PglD DTNB 3, FN deposit inh -5 and ERAP1 inh 2.
For O=C(Nc1ccccc1Br)c1ccc(OC(=S)N2CCOCC2)cc1 the results were LGR2 antag -39, PGC1a acetyl inh -12, S100A4 MyoIIA 1, EWS-Fli block -94, PAX8 reporter -138, FN deposit inh -7 and ERAP1 inh 2.
For CC(C)NC(=O)N(C)C[C@@H]1Oc2cc(-c3ccccc3)ccc2S(=O)(=O)N([C@H](C)CO)C[C@@H]1C the results were LGR2 antag -2, PGC1a acetyl inh -3, S100A4 MyoIIA -15, EWS-Fli block -2, PglD DTNB 1 and ERAP1 inh 1.
`COc1cccc(NC(=O)CSc2nnc(-c3cc(C)n(-c4ccccc4)c3C)o2)c1` gave PGC1a acetyl inh 5, PAX8 reporter -98, PglD DTNB -1 and FN deposit inh -5.
Screening COc1ccc(Cl)cc1NC(=O)CSc1nnc(C2CC2)n1C returned LGR2 antag 18, S100A4 MyoIIA 2, EWS-Fli block -3, PAX8 reporter 16, PglD DTNB 8, FN deposit inh 12 and ERAP1 inh 4.
`CC(=O)c1ccc(S(=O)(=O)N2CCN(C(=O)CCC3CCCC3)CC2)cc1` gave LGR2 antag -17, PGC1a acetyl inh -5, S100A4 MyoIIA 2, EWS-Fli block 8, PAX8 reporter 7, PglD DTNB 2, FN deposit inh 3 and ERAP1 inh 2.
For O=C(C[C@H]1C=C[C@@H](NC(=O)CC2CC2)[C@@H](CO)O1)NCc1ccccc1 the results were LGR2 antag 4, PGC1a acetyl inh 4, S100A4 MyoIIA 0, EWS-Fli block -5 and ERAP1 inh 3.
For Cn1c(=O)c2c(ncn2CC(O)CO)n(C)c1=O (centres undefined) the results were LGR2 antag 9, PGC1a acetyl inh 1, S100A4 MyoIIA -19, EWS-Fli block -2, PAX8 reporter -15, PglD DTNB -3, FN deposit inh 5 and ERAP1 inh -2.
COc1cccc(C(=O)Nc2cc(=O)n(C)c(=O)n2C)c1OC was read as LGR2 antag 7, PGC1a acetyl inh -1, S100A4 MyoIIA 0, EWS-Fli block 4, PAX8 reporter -8, PglD DTNB -1, FN deposit inh 3 and ERAP1 inh 2.
`CN(CC(=O)Nc1ccc(C#N)cc1)Cc1ccc(Cl)c(Cl)c1` gave PGC1a acetyl inh 38, PAX8 reporter -3, PglD DTNB 4 and FN deposit inh 0.
Cc1cnnn1-c1cccc([N+](=O)[O-])c1 was read as PGC1a acetyl inh 9, S100A4 MyoIIA 1, EWS-Fli block 3, PAX8 reporter 6, PglD DTNB 3, FN deposit inh 2 and ERAP1 inh 4.
For COc1cccc(CNC(=O)COC(=O)c2ccc(N3CCCC3=O)cc2)c1 the results were LGR2 antag -1, PGC1a acetyl inh -14, S100A4 MyoIIA 5, EWS-Fli block -10, PAX8 reporter 5, PglD DTNB -6, FN deposit inh -3 and ERAP1 inh 4.
CO[C@H]1CN(C)C(=O)c2ccc(NC(=O)c3cnccn3)cc2OC[C@H](C)N(C(C)=O)C[C@@H]1C was read as LGR2 antag 7, PGC1a acetyl inh 5, S100A4 MyoIIA -3, PAX8 reporter -26, FN deposit inh -10 and ERAP1 inh 2.
Cc1cc(NC(=O)CCC(=O)N(c2ccc(F)cc2)C(C(=O)NC2CCCC2)c2cccnc2)no1 (centres undefined) was read as LGR2 antag 11, PGC1a acetyl inh -3, S100A4 MyoIIA 1, EWS-Fli block -4, PAX8 reporter 17, PglD DTNB -2, FN deposit inh 3 and ERAP1 inh 0.
Fc1ccc(CNCc2ccc3c(c2)OCO3)cc1 was read as LGR2 antag -7, PGC1a acetyl inh 3, S100A4 MyoIIA -2, EWS-Fli block -5, PAX8 reporter 7, PglD DTNB 3, FN deposit inh -5 and ERAP1 inh 1.
Screening Cc1ccc(S(=O)(=O)N(C)C[C@@H]2OCCCC[C@@H](C)Oc3ccc(NC(=O)C4CCCCC4)cc3C(=O)N([C@@H](C)CO)C[C@@H]2C)cc1 returned LGR2 antag 18, PGC1a acetyl inh -10, EWS-Fli block 3, PAX8 reporter 25 and PglD DTNB 0.
Screening O=C(Nc1ccc(F)c(Cl)c1)c1csc([C@@H]2C[C@H](O)[C@@H](CO)O2)n1 returned LGR2 antag -15, S100A4 MyoIIA -1, EWS-Fli block -4, PAX8 reporter -57, PglD DTNB -7, FN deposit inh 3 and ERAP1 inh 0.
`COc1ccc(Cl)cc1S(=O)(=O)Nc1noc2ccccc12` gave LGR2 antag 1, PGC1a acetyl inh 5, S100A4 MyoIIA 5, EWS-Fli block 1, PAX8 reporter 1, PglD DTNB 1, FN deposit inh -2 and ERAP1 inh 1.
CCOC(=O)c1c(C)[nH]c(C)c1S(=O)(=O)NCc1ccccc1C was read as LGR2 antag 7, PGC1a acetyl inh -8, S100A4 MyoIIA -2, EWS-Fli block -13, PAX8 reporter -2, PglD DTNB 0, FN deposit inh 5 and ERAP1 inh 6.
CO[C@@H]1CN(C)C(=O)c2cc(NC(=O)c3ccccc3)ccc2OC[C@H](C)N(C(C)=O)C[C@H]1C was read as LGR2 antag 2, PGC1a acetyl inh -1, S100A4 MyoIIA 1, EWS-Fli block -3, PglD DTNB 0, FN deposit inh 12 and ERAP1 inh -1.
`CN(C)C(=O)C[C@H]1CC[C@@H]2[C@H](COC[C@H](O)CN2C(=O)C2CCCC2)O1` gave LGR2 antag -19, PGC1a acetyl inh 8, EWS-Fli block -2, PAX8 reporter -20, PglD DTNB -2 and FN deposit inh 3.
For O=C(COc1ccc(-n2cnnn2)cc1)Nc1cc(Cl)cc(Cl)c1 the results were LGR2 antag -14, S100A4 MyoIIA 1, EWS-Fli block 16, PglD DTNB 3, FN deposit inh 2 and ERAP1 inh 0.
For NS(=O)(=O)c1ccc(Nc2ccc3nonc3c2[N+](=O)[O-])cc1 the results were LGR2 antag -9, PGC1a acetyl inh 1, S100A4 MyoIIA 6, EWS-Fli block -4, PAX8 reporter 2, PglD DTNB -4, FN deposit inh -4 and ERAP1 inh 4.
`CCNC(=O)C[C@@H]1CC[C@H]2[C@H](COc3ccc(NC(=O)c4ccc(C(F)(F)F)cc4)cc3C(=O)N2C)O1` gave LGR2 antag 17, PGC1a acetyl inh 1, S100A4 MyoIIA -11, EWS-Fli block 2, PAX8 reporter 11, PglD DTNB -4, FN deposit inh -4 and ERAP1 inh -1.
For CCOC(=O)N1CCN(C(=O)c2ccc3oc(CCCc4ccccc4)nc3c2)CC1 the results were LGR2 antag -68, S100A4 MyoIIA -5, PAX8 reporter -208, PglD DTNB -7, FN deposit inh 3 and ERAP1 inh -1.
Screening O=C(C[C@@H]1C=C[C@H](NC(=O)C2CCC2)[C@@H](CO)O1)NC1CCC1 returned LGR2 antag 3, PGC1a acetyl inh -4, S100A4 MyoIIA -1, EWS-Fli block -1, PAX8 reporter 4, PglD DTNB 2 and ERAP1 inh -1.
COCC#Cc1ccc([C@@H]2[C@H]3CN(C(=O)Nc4cc(F)ccc4F)CCCCN3[C@H]2CO)cc1 was read as LGR2 antag -11, PGC1a acetyl inh -9, S100A4 MyoIIA -33, EWS-Fli block 3, PAX8 reporter 3, PglD DTNB 4 and ERAP1 inh 2.
For COc1ccc(NC(=S)Nc2ccc(S(=O)(=O)N3CCOCC3)cc2)c(OC)c1 the results were LGR2 antag 5, PGC1a acetyl inh 2, S100A4 MyoIIA 1, EWS-Fli block 3, PAX8 reporter 2, FN deposit inh -3 and ERAP1 inh 0.
`COc1ccc(N2C(=O)CC(Sc3n[nH]c(-c4ccc(C)cc4)n3)C2=O)cc1` (centres undefined) gave LGR2 antag -8, PGC1a acetyl inh 9, S100A4 MyoIIA 8, EWS-Fli block 3, PAX8 reporter -41, FN deposit inh -14 and ERAP1 inh 3.

Screening results as filed in PubChem BioAssay.
